SMN2 splice enh: SMN2 splice variant enhancement; HEK293 SMN2-luciferase splicing reporter, luminescence, 30-36 h; Potency, µM (titrated, usually from 46.1 µM), without a hit: top-dose activity change, positive = activation, hits mostly activators; hit rate 2.8% among 210,000; further: % of control where 0% means no effect; nearly all actives have a fitted effect of over 55% in size
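HEK293 cells carry an SMN2 minigene-luciferase reporter in which exon 7 inclusion puts luciferase in frame. Cells were seeded at 2000 cells/well, attached for 10-12 hours, then exposed to compounds for 30-36 hours at 37C before ONE-Glo luminescence.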
TR SRC2 fluor cs: counter-screen for TRb-SRC2 inhibitors: fluorescence interference | Potency, µM (series often up to 106 µM), for inactives: at the top dose fluorescence change, negative = quenching | TRb/SRC2 Texas Red total fluorescence interference | hit rate 0.29% among 280,000; active means well fitted curve in either direction with a large enough effect; inconclusive means small, poorly fitted or top-dose-only effect; further: on the % scale 0 is the no-effect control and ±100 the full control effect
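Human TRb ligand-binding domain at 0.6 uM with 20 nM Texas Red SRC2 peptide in Tris buffer containing 1 uM T3 and 5% DMSO, incubated with compound 5 h at ambient temperature. Total fluorescence (555/632 nm) calculated as parallel + 2 × perpendicular.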
RECQ1 helicase: blocks DNA unwinding by human RECQ1. AID 2549. RECQ1 DNA unwinding, red fluorescence kinetic read. P46063. Potency, µM (series often up to 57.3 µM), without a hit: at the highest dose activity, negative = inhibition, usual class: inhibitors. hit rate 0.54% among 240,000;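 further: plate controls were vehicle for no effect and no enzyme for full effect; nearly all actives have a fitted effect of over 30% in size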
Target sequence (P46063 whole entry, looked up): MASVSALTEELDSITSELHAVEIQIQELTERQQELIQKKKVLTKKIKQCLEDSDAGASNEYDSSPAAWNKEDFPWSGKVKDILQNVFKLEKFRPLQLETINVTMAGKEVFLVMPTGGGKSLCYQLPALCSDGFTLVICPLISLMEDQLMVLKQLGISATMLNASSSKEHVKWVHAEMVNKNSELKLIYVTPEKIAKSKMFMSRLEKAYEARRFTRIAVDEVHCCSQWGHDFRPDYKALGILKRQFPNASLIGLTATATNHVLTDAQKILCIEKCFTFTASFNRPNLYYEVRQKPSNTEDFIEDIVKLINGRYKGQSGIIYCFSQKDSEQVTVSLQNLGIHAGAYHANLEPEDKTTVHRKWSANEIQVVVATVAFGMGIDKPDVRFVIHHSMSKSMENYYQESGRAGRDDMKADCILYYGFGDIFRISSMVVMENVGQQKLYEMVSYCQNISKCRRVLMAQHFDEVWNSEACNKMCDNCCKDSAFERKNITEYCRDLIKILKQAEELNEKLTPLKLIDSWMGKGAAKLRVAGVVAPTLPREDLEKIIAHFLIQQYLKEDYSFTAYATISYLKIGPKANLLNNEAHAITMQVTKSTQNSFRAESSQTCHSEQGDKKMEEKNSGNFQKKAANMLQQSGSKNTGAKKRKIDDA
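50 nM RECQ1T1 preincubated 15 min with compound in Tris pH 8.0 buffer with MgCl2, DTT, Tween-20 and 2.5 ug/ml poly(dI-dC); started with 200 nM TAMRA/BHQ-2 forked duplex and 2 mM ATP. Unwinding read as fluorescence (525/598 nm), two reads 2 h apart.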
TRb-SRC2 inh: TRbeta-SRC2 interaction inhibition; TRbeta-SRC2 peptide binding, fluorescence polarization; receptor liganded with 1 µM T3; P10828; Potency, µM (highest dose often 106 µM), inactives show at the highest dose activity change, negative = inhibition, most hits filed as inhibitors; hit rate 0.065% among 280,000;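 further: plate controls were bound peptide for no effect and peptide without receptor for full effect; nearly all actives have a fitted effect of over 50% in size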
Target sequence (P10828 whole entry, looked up): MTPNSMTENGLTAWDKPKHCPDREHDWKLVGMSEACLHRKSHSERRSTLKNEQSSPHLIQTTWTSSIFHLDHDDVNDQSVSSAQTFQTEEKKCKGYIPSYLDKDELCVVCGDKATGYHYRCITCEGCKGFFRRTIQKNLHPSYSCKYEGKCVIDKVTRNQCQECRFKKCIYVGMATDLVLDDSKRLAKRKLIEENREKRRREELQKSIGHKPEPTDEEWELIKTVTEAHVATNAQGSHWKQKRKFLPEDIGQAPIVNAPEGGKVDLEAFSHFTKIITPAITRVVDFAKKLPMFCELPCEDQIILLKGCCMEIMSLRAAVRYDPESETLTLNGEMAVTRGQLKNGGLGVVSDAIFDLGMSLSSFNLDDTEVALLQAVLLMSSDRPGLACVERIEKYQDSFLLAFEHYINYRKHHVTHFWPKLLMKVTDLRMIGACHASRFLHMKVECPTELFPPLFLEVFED
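Human TRb LBD (0.6 uM) plus Texas Red-labeled SRC2 peptide (20 nM), 1uM T3, 5% DMSO, 5 hr at ambient temperature. Decreased polarization (555/632 nm) flags inhibition; data normalized to free and bound peptide controls.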
RGS12 GoLoco inh: inhibitors of human Gai1-RGS12 GoLoco interaction (red fluorophore); P63096; AID 880; hit rate 0.44% among 230,000; Potency, µM (highest dose often 61.6 µM), without a hit: at the top dose activity, negative = inhibition, most hits filed as inhibitors; Gai1:RGS12 GoLoco peptide FP, rhodamine, 10 min; active means well fitted inhibition curve with a large enough effect, not every such curve was filed as active; inactive means no such curve, though single readings can be large or run the other way; further: on the % scale 0 is the no-effect control and ±100 the full control effect; nearly all actives have a fitted effect of over 30% in size; many of its hits are not listed in these tables
ALDH1A1 inh: ALDH1A1 (human) enzyme inhibition; Purified ALDH1A1, NADH fluorescence, propionaldehyde substrate; Potency, µM (top dose mostly 75.3 µM), without a hit: at the top dose activity, negative = inhibition, hits mostly inhibitors; hit rate 7.3% among 220,000; active means well fitted inhibition curve with a large enough effect, not every such curve was filed as active; inconclusive means small, poorly fitted or top-dose-only effect, or another doubt; inactive means no such curve, though single readings can be large or run the other way;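 further: plate controls were no enzyme wells and a reference inhibitor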
KDM4E inh: JMJD2E (human) inhibition; B2RXH2; JMJD2E catalytic domain, FDH-coupled NADH fluorescence (FDH is formaldehyde dehydrogenase); Potency, µM (series often up to 57.1 µM), for inactives: at the highest dose activity change, negative = inhibition, usual class: inhibitors; hit rate 1.6% among 230,000; AID 2147; active means well fitted inhibition curve with a large enough effect, not every such curve was filed as active; inconclusive means small, poorly fitted or top-dose-only effect, or another doubt; inactive means no such curve, though single readings can be large or run the other way;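 further: 0% = wells with enzyme and -100% = buffer wells without enzyme; nearly all actives have a fitted effect of over 50% in size; many of its hits are not listed in these tables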
LMNA splice mod: modulators of lamin A splicing. hit rate 0.01% among 200,000. AID 1487. Potency, µM (top dose mostly 46.1 µM), inactives show at the top dose ratio change, negative = inhibition, most hits filed as inhibitors. HeLa LMNA splicing GFP/RFP minigene ratio, 48 h; active means well fitted inhibition curve with a large enough effect in the signal ratio, with a control signal flat, not every such curve was filed as active; inconclusive means small, poorly fitted or top-dose-only effect, or effect the other way, or a change in a side signal; the % refers to the signal ratio; further: on the % scale 0 is the no-effect control and ±100 the full control effect
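S3 HeLa cells stably expressing lamin A-EGFP splicing minigene plus DsRed2, 600 cells/well, 48 h compound exposure at 37C. Laser-scanning cytometry; analysed as GFP (500-530 nm)/RFP (575-640 nm) total intensity ratio; 0.5% DMSO vehicle.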
An asterisk follows results filed as active; i = inactive; u = inconclusive; x = no result given; [ ] = another dose, or the depositor's remark. Unless noted, the call rests on the fitted dose curve; in most records, active means well fitted curve in the direction sought with a large enough effect; inconclusive means small, poorly fitted or top-dose-only effect, or another doubt; inactive means no such curve, though single readings can be large; an effect the other way counts as inactive or inconclusive. Potency means the concentration at half of the fitted maximal effect.

SMILES	SMN2 splice enh	TR SRC2 fluor cs	RECQ1 helicase	TRb-SRC2 inh	RGS12 GoLoco inh	ALDH1A1 inh	KDM4E inh	LMNA splice mod
C/C(=N\NC(=S)Nc1ccc(C)cc1)c1cc2ccccc2o1	x	2%	0%	6%	19%	u	-1%	x
CCc1nnc(NC(=O)c2nc3nc(C)cc(C)n3n2)s1	-2%	-2%	-4%	3%	-16%	u	-4%	u
Cc1cccc(CN2CCN(CC(=O)NCc3cccs3)C2=O)c1	-19%	0%	-6%	-1%	-19%	u	2%	5%
CC(=O)NC(CCS(C)(=O)=O)C(=O)Nc1cccc(C(C)=O)c1 (stereo not given)	2%	-2%	-10%	-11%	-6%	u	-1%	21%
Cc1onc(-c2ccccc2Cl)c1C(=O)NCC1CCCO1 (stereo not given)	0%	1%	-5%	7%	-9%	u	3%	4%
COc1ccc(CCNC(=O)CNC(=O)Cn2cnc3sc(C)c(C)c3c2=O)cc1OC	-27%	-4%	4%	-8%	-7%	u	5%	x
COc1ccccc1C(=O)Nc1nc2cc3c(cc2s1)OCO3	x	-1%	-4%	-11%	6%	x	u	x
CCOC(=O)/C(=N\Nc1ccccc1Cl)N(C)C1CCS(=O)(=O)C1 (stereo not given)	x	1%	i	8%	5%	8%	-5%	x
CCOc1cc(-c2cc(-c3ccc(N)cc3)nc(N)c2C#N)ccc1O	13µM*	-12%	-6%	7%	8%	u	u	-19%
Oc1c(CN2CCOCC2)cc(COCc2ccccc2)c2cccnc12	-105%[inhibitor]	2%	0%	4%	-14%	18%	25µM*	u
CC(C)Oc1ccccc1C1CC(=O)Nc2cc3c(cc21)OCCO3 (stereo not given)	-48%[inhibitor]	0%	i	2%	-4%	2%	2%	u
O=C(NNc1cc(N2CCOCC2)nc(N2CCOCC2)n1)c1ccc(Cl)c(Cl)c1	4%	-1%	7%	-2%	-4%	12%	-12%	-18%
c1ccc(-c2csc(Nc3ccc4c(c3)OCCO4)n2)cc1	4µM*	-3%	-6%	-9%	2%	24µM*	-6%	u
Cc1cc(OCC(=O)N(Cc2ccco2)C2CCS(=O)(=O)C2)cc(C)c1Cl (stereo not given)	x	-2%	-3%	8%	-13%	x	-2%	x
O=C(NCC1CC1)Nc1cccs1	x	0%	-3%	4%	-9%	x	0%	x
COc1ccc(C2Nc3ccc(Br)cc3C(c3ccccc3)N2CC(=O)O)cc1 (stereo not given)	6%	-1%	7%	-7%	8%	u	3%	x
C=CCNC(=O)CSc1nnc(-c2ccccc2Cl)n1-c1c(C)n(C)n(-c2ccccc2)c1=O	-22%	-4%	i	-2%	5%	6%	0%	1%
O=C(O)/C=C/C(=O)Nc1nccs1	x	-1%	i	-6%	9%	0%	-4%	-13%[46 µM]
CCOc1nc(NCCO)nc(Nc2ccc([N+](=O)[O-])cc2)n1	3%	u	-2%	12%	11%	-13%	-9%	u
CCCCn1c(SCC(=O)N2CCCC2)nc2c1c(=O)n(C)c(=O)n2C	-5%	0%	-5%	-18%	5%	-3%	3%	2%
CN1C(N)=NC(=O)/C1=C/c1ccccc1F	12%	0%	-1%	2%	-4%	19%	14%	x
COC(=O)c1ccc(-c2ccc(Cl)cc2)nc1C	5µM*	-9%	9%	4%	3%	-12%	-20%	2%
COc1ccc(C)cc1NC(=O)c1cc2c(CO)cnc(C)c2oc1=N	4%	0%	-1%	4%	2%	7%	2%	-3%
COC(=O)c1c(-c2ccccc2Cl)noc1/C=C/N(C)C	7%	-4%	-17%	2%	-3%	1.3µM*	u	23%[46 µM]
CCOc1ccc(N(CC(=O)NCc2ccco2)S(C)(=O)=O)cc1	-7%	-2%	-9%	-16%	10%	3%	-10%	-6%
Going on with the list.
SMILES	SMN2 splice enh	TR SRC2 fluor cs	RECQ1 helicase	TRb-SRC2 inh	RGS12 GoLoco inh	ALDH1A1 inh	KDM4E inh	LMNA splice mod
O=C(Cn1cnnn1)Nc1cccc(S(=O)(=O)N2CCCCC2)c1	8%	-3%	-11%	8%	-1%	13%	1%	x
CCOC(=O)c1c(C)oc2c1c(C=NCc1ccccn1)c(O)c1ccccc12	-66%[inhibitor]	0%	-6%	0%	4%	u	4µM*	u
CCc1ccc2c(O)c3c(cc2c1C(=O)OC)C(=O)c1c(O)ccc(O)c1C3=O	4%	19%	-7%	9%	38%[activator]	5%	2.8µM*	x
COc1ccc2c(c1)c(C(=O)CN1CCc3ccccc3C1)c(C)n2C	x	-3%	-5%	-2%	5%	x	-19%	x
CCCC(=O)Nc1cc(C)c(NC(=O)Cc2ccccc2)cn1	-12%	-2%	i	4%	-3%	-9%	2%	-2%
CCCCC(CC)C(=O)Nc1ccc(C#N)cc1 (stereo not given)	-4%	1%	-4%	-9%	4%	5%	-1%	-11%
O=C(N/N=C/c1ccccc1)c1sccc1OCc1ccc(F)cc1	-17%	0%	-13%	-7%	1%	-8%	0%	u
O=c1c2cnn(-c3ccc(F)cc3)c2ncn1Cc1ccccc1	-33%[inhibitor]	-6%	i	1%	-16%	10%	-5%	-9%
CCCNC1CCS(=O)(=O)C1 (stereo not given)	-15%	-4%	-13%	-10%	-2%	14%	-1%	9%
C=CCNC(=O)C(=O)N/N=C/c1cccc(Br)c1	3%	-3%	20%	7%	11%	5%	1%	25%[46 µM]
NC(=O)c1ccccc1OCC(=O)Nc1ccc(Cl)c(Cl)c1	x	2%	-11%	1%	-6%	x	5%	x
COc1ccc(-c2csc(COC(=O)C(C)(C)C)n2)cc1	x	-1%	i	0%	-2%	x	4%	x
Nc1nc(NCCCN2CCOCC2)nc(Nc2cccc(F)c2)c1[N+](=O)[O-]	x	-3%	10%	10%	-3%	-13%	5%	x
O=C(CC1COc2ccccc2O1)Nc1ccccn1 (stereo not given)	1%	-1%	i	-4%	2%	1%	8%	-2%
O=C(C1CCCCC1)N1CCN(C(=O)C2CCCCC2)CC1	-25%	-3%	-11%	-13%	0%	u	5%	4%
CC(/C=N/NC(=O)c1cc(-c2cccs2)[nH]n1)=C\c1ccccc1	19%	-20%	-2%	7%	3%	9%	2%	-15%
CC(C)(C)C(=O)Cn1ncc(N2CCCC2)c(Br)c1=O	24%	-1%	-6%	1%	0%	-1%	0%	0%
CCn1c(SCc2c(Cl)cccc2Cl)nnc1-c1nn(-c2ccccc2)ccc1=O	8%	2%	8%	8%	-1%	-13%	10%	-4%
Cc1ccccc1CNC(=O)c1ccccc1	0%	-2%	14%	-5%	-18%	u	0%	-11%
Cc1nnc(NC(=O)Cc2ccc(OCc3c(C)noc3C)cc2)s1	-2%	-3%	-2%	5%	8%	4%	3%	1%
Cc1ccc(N/N=C2\COC(C)(C)CC2=O)cc1	11µM*	0%	i	-15%	1%	u	-5%	9%
O=C(N/N=C/c1oc(O)c2ccccc12)c1ccccc1O	-10%	-2%	-1%	-4%	2%	-15%	u	11%[46 µM]
CCOC(=O)CNC(=O)CSc1nc(NCc2ccccc2)nc(N(C)C)n1	-12%	2%	-15%	-5%	-2%	-7%	-1%	-10%
CCCOc1ccc(N)cc1N	-3%	-9%	-1%	-24%	14%	5.6µM*	u	-2%
CN1/C(=C\C(=O)Nc2ccc(Cl)cc2)C(C)(C)c2ccccc21	-18%	2%	i	-4%	23%	1%	-13%	u
Going on with the list:
SMILES	SMN2 splice enh	TR SRC2 fluor cs	RECQ1 helicase	TRb-SRC2 inh	RGS12 GoLoco inh	ALDH1A1 inh	KDM4E inh	LMNA splice mod
CC1Cn2c(COc3ccccc3)nnc2S1 (stereo not given)	18%	1%	-8%	-6%	0%	8%	-5%	2%
CC(=O)NC(CC(C)C)C(=O)NC(Cc1ccccc1)C(N)=O (stereo not given)	3%	4%	-2%	3%	-9%	-14%	9%	-3%
O=C(NC1=NCCS1)c1cccc2ccccc12	-11%	1%	-4%	1%	-8%	2%	-20%	0%[46 µM]
CC(C)NC(=S)Nc1cccc2cnccc12	-11%	1%	0%	3%	1%	-5%	-12%	u
Cc1c(NC(=O)CSc2ccccc2F)c(=O)n(-c2ccccc2)n1C	11%	-4%	-7%	-5%	1%	1%	4%	-18%[46 µM]
CC(=O)Nc1ccc(-c2nn[nH]n2)cc1	x	-4%	i	-3%	-4%	x	0%	x
C=CC[C@@H]1C=C[C@@H](O/N=C\c2ccc(C(=O)N3[C@H](c4ccc(C)cc4)[C@@H](C)CC[C@H]3C(=O)OC)cc2)[C@@H](CO)O1	x	0%[11.2 µM]	i[11.5 µM]	-4%[11.2 µM]	x	16%[13.5 µM]	x	x
O=[N+]([O-])c1cc(C(F)(F)F)c(Cl)cc1N1CCN(CCO)CC1	x	-4%	-5%	-8%	x	14%	2%	-7%
COC(=O)CC1COc2ccccc2N1C(=O)c1ccc(Br)cc1 (stereo not given)	-16%	-2%	-5%	-3%	5%	13%	2%	2%[46 µM]
CCC(=O)c1cn(CC(=O)OC)c2ccccc12	0%	1%	i	1%	6%	14%	1%	-2%

Looked up one by one from the list above (6):
SMILES	SMN2 splice enh	TR SRC2 fluor cs	RECQ1 helicase	TRb-SRC2 inh	RGS12 GoLoco inh	ALDH1A1 inh	KDM4E inh	LMNA splice mod
CCC(=O)c1cn(CC(=O)OC)c2ccccc12	0%	1%	i	1%	6%	14%	1%	-2%
CC(=O)Nc1ccc(-c2nn[nH]n2)cc1	x	-4%	i	-3%	-4%	x	0%	x
Cc1c(NC(=O)CSc2ccccc2F)c(=O)n(-c2ccccc2)n1C	11%	-4%	-7%	-5%	1%	1%	4%	-18%[46 µM]
O=[N+]([O-])c1cc(C(F)(F)F)c(Cl)cc1N1CCN(CCO)CC1	x	-4%	-5%	-8%	x	14%	2%	-7%
O=C(NC1=NCCS1)c1cccc2ccccc12	-11%	1%	-4%	1%	-8%	2%	-20%	0%[46 µM]
CC1Cn2c(COc3ccccc3)nnc2S1 (stereo not given)	18%	1%	-8%	-6%	0%	8%	-5%	2%

Source: PubChem

The list is partial, so the mix of outcomes need not match the whole.
